Assay outcomes deposited in PubChem by several laboratories.
PrPC TRFRET: inhibitors of human cell surface prion protein PrPC, primary screen, cell-based, TR-FRET | inhibition, % at 13.8 µM | Major prion protein (Homo sapiens), P04156 | actives 0.43% (n = 370,000) | TR-FRET read-out; in the data active means inhibition above about 24%; further: 0% = median of the test wells and 100% = reference compound wells
BoNT F protease: BoNT/F light chain protease inhibitors, primary screen, biochemical, flow cytometry, MLPCN library; Multiplex microsphere protease cleavage assay; inhibition, % at 10 µM; actives 0.22% (n = 360,000); Botulinum neurotoxin type F light chain protease (Clostridium botulinum); in the data active means inhibition above about 35%, passing the limit was not always enough; inconclusive means no clear call, values can overlap the other calls; further: plate controls were buffer without enzyme for full effect and enzyme alone for no effect
FBA Mtb inh: Mtb FBA enzyme inhibitors, primary screen, biochemical, fluorescence, strain H37Rv; Fructose-bisphosphate aldolase (Mycobacterium tuberculosis (strain ATCC 25618 / H37Rv)), …; purified M. tuberculosis FBA, fluorescence read-out; actives 2.3% (n = 360,000); inhibition, % at 1 µM; in the data active means inhibition above about 27%;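 further: 0% = vehicle and 100% = reference inhibitor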
Target sequence (P9WQA3 whole entry, looked up): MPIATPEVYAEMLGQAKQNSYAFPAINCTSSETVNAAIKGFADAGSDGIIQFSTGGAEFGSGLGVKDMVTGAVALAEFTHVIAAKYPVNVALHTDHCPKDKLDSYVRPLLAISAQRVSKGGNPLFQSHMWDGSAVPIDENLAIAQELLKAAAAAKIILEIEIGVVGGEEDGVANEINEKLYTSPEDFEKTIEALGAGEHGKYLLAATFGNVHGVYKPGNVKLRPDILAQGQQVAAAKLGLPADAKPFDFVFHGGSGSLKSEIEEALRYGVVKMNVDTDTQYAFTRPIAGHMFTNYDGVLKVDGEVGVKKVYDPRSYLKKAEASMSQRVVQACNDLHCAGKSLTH
GDH-TPI inh: GDH-TPI coupling enzyme inhibitors, primary screen, artefact control for M. tuberculosis FBA inhibitor project, biochemical, absorbance, full deck. inhibition, % at 4.8 µM. actives 1.2% (n = 360,000). GDH-TPI coupled enzyme counterscreen, NADH absorbance;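 further: 0% = DMSO wells and 100% = wells lacking the enzyme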
Mtb BioA inh: M. tuberculosis BioA enzyme inhibitors, primary screen, biochemical, plate reader, single point, HTS; purified M. tuberculosis BioA enzyme; 7,8-diaminopelargonic acid synthase BioA (Mycobacterium tuberculosis); actives 0.096% (n = 360,000); inhibition, % at 9.99 µM; in the data active means inhibition above about 40%; inconclusive means no clear call, values can overlap the other calls
Mtb UGM inh: M. tuberculosis UGM enzyme inhibitors, primary screen, biochemical, fluorescence polarization, single point; purified UGM, fluorescence polarization probe displacement; inhibition, % at 10 µM; UDP-galactopyranose mutase (Mycobacterium tuberculosis (strain ATCC 25618 / H37Rv)), …; actives 0.06% (n = 320,000); in the data active means inhibition above about 10%, passing the limit was not always enough; inconclusive means no clear call, values can overlap the other calls
Target sequence (P9WIQ1 whole entry, looked up): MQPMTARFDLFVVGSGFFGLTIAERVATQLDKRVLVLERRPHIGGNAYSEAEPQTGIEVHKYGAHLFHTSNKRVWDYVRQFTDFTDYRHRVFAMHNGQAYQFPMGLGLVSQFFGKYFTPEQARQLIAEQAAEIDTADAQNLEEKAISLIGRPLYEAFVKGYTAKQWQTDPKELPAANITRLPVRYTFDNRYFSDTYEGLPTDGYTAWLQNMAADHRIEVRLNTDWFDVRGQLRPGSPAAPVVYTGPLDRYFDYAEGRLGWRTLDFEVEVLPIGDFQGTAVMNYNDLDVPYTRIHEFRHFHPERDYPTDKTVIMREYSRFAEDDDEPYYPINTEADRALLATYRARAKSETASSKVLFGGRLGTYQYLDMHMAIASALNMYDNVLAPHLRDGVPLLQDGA
CCHF vOTU inh: CCHFV vOTU protease inhibitors, primary screen, biochemical, Pep-AMC substrate, fluorescence; Crimean-Congo hemorrhagic fever virus L polyprotein viral ovarian tumor (vOTU) protease …; actives 0.55% (n = 370,000); AID 651958, 2012; inhibition, % at 11.5 µM; further: 0% = vehicle wells with enzyme and 100% = no enzyme wells
BoNT-A LC inh2: BoNT/A light chain protease inhibitors, primary screen, biochemical, flow cytometry, MLPCN library | Botulinum neurotoxin type A light chain protease (Clostridium botulinum A str. ATCC 3502) | actives 0.17% (n = 360,000) | inhibition, % at 10 µM | multiplex microsphere protease substrate cleavage; in the data active means inhibition above about 30%; inconclusive means no clear call, values can overlap the other calls; further: plate controls were buffer without enzyme for full effect and enzyme alone for no effect
FadD28 binding: inhibitors of FadD28 bisubstrate probe binding, primary screen, biochemical, fluorescence polarization, single point | inhibition, % at 12.5 µM | actives 0.22% (n = 360,000) | AID 588549, 2011; in the data active means inhibition above about 8.5%, passing the limit was not always enough; inconclusive means no clear call, values can overlap the other calls
* marks the source's active call; other numbers are inactive results; ? = inconclusive; . = not tested or not shown. Unless noted, no stated cut-off is given here; in the data, active means inhibition above about 30%; inactive means the rest. Not a hit list; any-hit rate near 4.8%.

Below each compound: PrPC TRFRET	BoNT F protease	FBA Mtb inh	GDH-TPI inh	Mtb BioA inh	Mtb UGM inh	CCHF vOTU inh	BoNT-A LC inh2	FadD28 binding
- CC(C)C(Sc1nc(-c2ccccc2)cc(-c2ccccc2)c1C#N)C(=O)O (stereo not drawn)
  18.7	-4.3	-1.5	1.9	.	-3.0	29.3	0.7	-23.1
- CCC(C)OC(=O)C1=C(C)NC2=C(C(=O)C(C(=O)OC)C(C)C2)C1c1ccc(N(C)C)cc1 (stereo not drawn)
  1.0	-11.0	8.7	18.2	1.5	-1.0	-7.2	-0.4	-8.1
- O=C(N/C(=C\c1ccc(F)cc1)C(=O)N1CCCCCC1)c1ccccc1
  -7.9	0.3	-10.0	-5.0	-0.3	0.1	-12.3	-0.2	-3.9
- CC(C)[C@H](NC(=O)NCCc1ccccc1)C(=O)O
  0.1	-0.3	-2.1	-2.5	-1.4	-2.3	-8.8	-0.5	0.9
- CC(=O)Nc1ccc(S(=O)(=O)Nc2cccn(Cc3ccc(C)cc3)c2=O)cc1
  2.6	-3.6	1.0	1.3	-0.5	-1.3	-12.7	-0.1	-0.6
- CCCCN(C(=O)CCN1C(=O)C2CC=CCC2C1=O)c1c(N)n(CCCC)c(=O)[nH]c1=O (stereo not drawn)
  -1.9	-1.1	-1.2	4.2	-0.3	.	2.7	-0.9	-0.8
- CN(C)CCC1(c2ccccc2)CCN(C)C1=O (stereo not drawn)
  -0.3	0.5	-0.7	13.4	-0.9	.	-8.0	-0.4	-0.6
- COc1cc(Nc2c3c(nc4ccccc24)CCCC3)cc(OC)c1OC
  -8.7	3.0	-1.4	9.2	.	-0.8	-4.4	0.7	-3.2
- CC1CC(=O)NN=C1c1ccc(N(C)C)c([N+](=O)[O-])c1 (stereo not drawn)
  -27.9	4.7	-4.6	37.1*	4.7	1.3	10.1	2.8	-2.5
- CCN(C[C@H]1N[C@@](CC)(C(=O)OC)[C@H]2C(=O)N(C)C(=O)[C@@H]12)C(=O)NC(C)C
  5.2	-5.6	0.9	-2.7	-0.9	.	-2.1	-0.2	-3.0
- CC(C)NC(=O)c1nn(C)c2ccccc12
  -5.2	1.2	4.0	-6.6	.	-0.1	-3.0	0.0	-0.4
- CSc1ccccc1NC(=O)Nc1cccc(F)c1
  3.4	-2.4	-0.3	1.2	.	3.2	10.4	-0.1	-1.9
- CC(C)N1CCN(Cc2ccc3c(c2)Cc2ccccc2-3)CC1CCO (stereo not drawn)
  1.4	0.2	3.4	8.6	0.5	-0.5	-5.6	-0.1	0.5
- CN1CCN([C@@H]2CS(=O)(=O)N[C@H]2COCc2ccccc2)CC1
  -6.6	-9.5	-0.5	.	-0.5	.	-9.3	0.2	-0.1
- Cc1ccccc1CN1CCC(CNC(=O)C2CCCN(c3ncnc4c3nc3n4CCCCC3)C2)CC1 (stereo not drawn)
  -7.4	-7.6	3.5	11.8	0.5	2.3	2.9	-1.1	-0.7
- CCCCc1ncc(CN2CCC(n3nccc3NC(=O)C(OC)c3ccccc3)CC2)[nH]1 (stereo not drawn)
  -2.2	2.7	2.2	3.1	0.5	-0.5	-7.5	2.3	-3.2
- Cc1csc(NC(=O)CSc2nncn2C)n1
  -2.0	?	5.7	-3.1	-1.7	0.0	6.1	0.0	2.1
- O=[N+]([O-])c1cc(-c2nnc(Nc3ccc(O)cc3)c3ccccc23)ccc1N1CCOCC1
  -4.3	-6.9	0.7	20.6	.	-1.9	7.9	-0.5	-1.9
- CCc1cc(=O)oc2cc(OCC(=O)NCCCN3CCCC3=O)c(Cl)cc12
  3.8	-1.1	8.3	6.8	1.8	-0.5	7.0	0.5	-3.9
- CCOC(=O)C1=C(COC(=O)c2ccc(Cl)cc2[N+](=O)[O-])NC(=O)NC1C (stereo not drawn)
  2.4	11.0	6.0	8.5	.	1.3	4.7	5.5	0.7

Not a retest: 5 of the compounds above.
Below each compound: PrPC TRFRET	BoNT F protease	FBA Mtb inh	GDH-TPI inh	Mtb BioA inh	Mtb UGM inh	CCHF vOTU inh	BoNT-A LC inh2	FadD28 binding
- CN1CCN([C@@H]2CS(=O)(=O)N[C@H]2COCc2ccccc2)CC1
  -6.6	-9.5	-0.5	.	-0.5	.	-9.3	0.2	-0.1
- Cc1ccccc1CN1CCC(CNC(=O)C2CCCN(c3ncnc4c3nc3n4CCCCC3)C2)CC1 (stereo not drawn)
  -7.4	-7.6	3.5	11.8	0.5	2.3	2.9	-1.1	-0.7
- CCCCc1ncc(CN2CCC(n3nccc3NC(=O)C(OC)c3ccccc3)CC2)[nH]1 (stereo not drawn)
  -2.2	2.7	2.2	3.1	0.5	-0.5	-7.5	2.3	-3.2
- Cc1csc(NC(=O)CSc2nncn2C)n1
  -2.0	?	5.7	-3.1	-1.7	0.0	6.1	0.0	2.1
- O=[N+]([O-])c1cc(-c2nnc(Nc3ccc(O)cc3)c3ccccc23)ccc1N1CCOCC1
  -4.3	-6.9	0.7	20.6	.	-1.9	7.9	-0.5	-1.9

(cont.)
Below each compound: PrPC TRFRET	BoNT F protease	FBA Mtb inh	GDH-TPI inh	Mtb BioA inh	Mtb UGM inh	CCHF vOTU inh	BoNT-A LC inh2	FadD28 binding
- COc1ccccc1NC(=O)OC(C)c1ccc(Cl)cc1 (stereo not drawn)
  4.0	-3.8	2.2	-0.8	-1.1	2.7	3.2	0.4	-0.3
- Cc1nonc1NC(=O)CSc1nnc(N)s1
  6.2	0.2	1.4	-7.0	-2.2	0.3	-0.2	-0.1	-2.0
- CC1=C(C#N)C(NC(=O)c2ccc(Cl)cc2)(C(F)(F)F)C(=O)N1 (stereo not drawn)
  -5.3	-4.3	4.8	4.8	.	0.4	-17.5	-1.0	-0.1
- c1ccc2[nH]c(NN=C3CCCCCC3)nc2c1
  1.5	-16.9	1.9	-0.6	.	0.3	-1.7	-0.7	-3.5
- NS(=O)(=O)c1ccc(CCNC(=O)C2CCC(CNS(=O)(=O)c3ccc(Br)s3)CC2)cc1 (stereo not drawn)
  -2.7	6.5	-0.3	0.6	.	0.2	-2.7	-0.8	-0.8
- O=C(NCc1ccco1)/C(=C\C=C\c1ccccc1)NC(=O)c1ccco1
  -3.8	-0.9	0.7	30.4	-2.6	3.1	-3.3	-0.4	0.1
- CCOC(=O)NC(=O)COC(=O)CCCc1nc2ccccc2s1
  3.0	-4.0	4.4	5.9	.	1.4	-14.4	0.4	-3.1
- OCCCNc1nccc(-c2cc(Nc3cccc(Cl)c3)ncn2)n1
  29.2*	-5.5	-4.0	10.6	-0.8	0.7	1.8	0.0	-6.5
- Cc1nc(C/C(=N\N)c2ccc(O)cc2O)cs1
  -8.7	-4.6	-1.6	8.8	-3.8	2.7	0.7	1.8	-0.4
- COCCNC(=O)c1ccc(Cn2c(SCC(=O)NCC3CCCO3)nc3ccc(Br)cc3c2=O)cc1 (stereo not drawn)
  -1.1	1.4	-1.1	6.8	7.1	-0.5	-2.7	0.2	-2.7
- CCSc1nnc(SCC(=O)NC2CCCCC2)s1
  -2.3	-0.3	-0.7	9.9	0.0	-0.7	-6.6	0.8	-3.4
- CCOC(=O)c1ccc(NC(=O)COc2ccccc2CNC2CCCC2)cc1
  -11.2	-8.1	-2.6	-0.3	.	2.0	-3.9	0.0	-3.7
- Cc1ccc(-n2nnnc2SCC(=O)c2cc(C)n(-c3cc(C)on3)c2C)cc1
  .	-2.5	0.1	2.9	-1.2	0.9	.	-0.1	-3.1
- Cc1ccc(C(C)C)c(OCC(O)CNC2CCCC2)c1 (stereo not drawn)
  3.2	?	0.8	7.6	-1.0	-1.3	-8.9	2.5	-1.2
- CCCCCCCCCCCCCCCC(=O)NCCO
  5.5	-0.6	2.7	6.3	1.0	-0.8	-3.6	0.1	-2.7
- Cc1nc(C(F)(F)F)ccc1C(=O)N1CCC1(C)C(=O)NS(=O)(=O)c1ccccc1Cl (stereo not drawn)
  -3.0	-3.6	1.2	15.5	-1.5	.	-1.7	0.0	-1.4
- CC1(C)C=Cc2cc(-c3coc4cc(O)cc(O)c4c3=O)cc(O)c2O1
  2.9	4.6	1.2	4.9	1.0	1.3	5.7	-0.1	0.4
- CC(=O)c1ccc(NC(=O)CSc2nnc(C3CC3)n2C2CC2)cc1
  0.8	-9.6	0.1	10.8	-0.8	-0.1	-3.4	-0.6	-0.7
- C[C@@H](NC(=O)/C(C#N)=C/c1ccc(O)c(O)c1)c1ccccc1
  -5.0	5.6	-13.7	5.7	1.3	-0.7	6.5	0.2	-1.3
- O=C(NCc1ccco1)Nc1cccs1
  7.1	1.3	3.2	4.4	-3.6	1.3	4.0	0.3	1.6
- O=C(CN1C(=O)C2CCCCC2C1=O)Nc1nc(-c2ccccn2)cs1 (stereo not drawn)
  6.2	-4.5	0.7	0.9	-0.2	-2.0	8.9	0.8	-1.0
- NC(=O)c1ncn([C@@H]2O[C@H](CNCc3ccc(OCC(=O)Nc4ccccn4)cc3)[C@@H](O)[C@H]2O)n1
  4.9	-2.8	-2.7	1.8	-1.1	.	-6.1	-0.3	-1.7
- Cc1[nH]c2ccc(C(=O)NCCN3CCOCC3)cc2c1C
  -1.8	4.0	4.8	6.0	-3.5	1.2	8.9	0.2	-1.4
- CCN1C(=O)C(C)C=C(C)C=C1C (stereo not drawn)
  6.5	-7.3	-1.9	5.3	-0.3	.	15.3	-0.1	-2.5
- CC(C)(CCC(=S)N1CCOCC1)c1ccccc1
  -5.5	-0.4	-1.1	-1.8	0.9	.	8.3	0.3	.
- Cc1ccc(CNn2cn[nH]c2=S)cc1
  2.3	-10.0	-4.6	-2.9	-0.6	2.5	-3.5	-0.7	-2.3
- O=C(Cc1cn2ccsc2n1)Nc1nc2c(s1)CN(Cc1ccccc1)CC2
  -4.1	4.0	1.7	11.9	0.3	1.8	-1.3	2.5	-1.6
- O=C(CSc1nc2ccccc2o1)N1CCN(c2ccccc2)CC1
  -3.0	-13.7	1.2	8.7	-1.6	-0.1	12.9	-0.5	-0.9
- CC(=O)Nc1ccc(-c2cn3ccsc3n2)cc1
  -0.4	-3.2	-1.6	1.9	-6.3	1.5	3.0	-0.3	-0.5
- O=C(O)c1ccc(Nc2nc(-c3ccccc3)nc3ccccc23)cc1
  13.8	8.0	8.4	46.6*	0.0	-0.5	27.4	-0.5	-12.4
- Cc1ccc(C)c(OCCC(=O)OCC(=O)NC(=O)NC2CCCC2)c1
  -3.2	14.5	3.8	-4.1	-3.2	-2.1	10.1	-0.5	2.4
- CC(=O)c1sc(N/N=C\c2c(O)ccc3ccccc23)nc1C
  3.8	31.7	2.1	11.5	-2.5	0.5	-2.3	2.7	-1.8
- CCOc1cc(C2Nc3ccccc3C(=O)N2c2ccccc2)ccc1O (stereo not drawn)
  -2.8	8.6	9.9	24.9	6.6	-0.7	-1.3	1.0	-1.2
- CC(=O)Oc1ccc2c(c1)OC(c1ccccc1)CC21CC(C)(C)NC(=S)N1 (stereo not drawn)
  -11.5	7.3	-4.8	-2.8	-0.4	0.2	3.4	0.7	-2.3
- C=CCNC(=O)CN1CCC(n2c(C)nc3cc(C(F)(F)F)ccc32)CC1
  -1.7	4.9	-0.4	3.1	1.2	-2.0	-9.3	-0.1	-2.9
- O=C(N/N=C/c1ccncc1)c1ccccc1[N+](=O)[O-]
  -12.7	7.1	0.0	11.8	.	-1.7	6.3	1.0	-0.1
